MCF10A rereplic – A quantitative high throughput screen for small molecules that induce DNA re-replication in MCF 10a normal breast cells; 350,000 compounds, 2.9% hits; Potency, µM (top dose mostly 46.1 µM), for inactives: at the highest dose activity, positive = re-replication, hits mostly activators; MCF 10A DNA re-replication, Hoechst nuclear intensity, 48 h; further: potency means the concentration at half of the fitted maximal effect; % of control where 0% means no effect; nearly all actives have a fitted effect of over 50% in size
TGFb SMAD3 inh – qHTS for Inhibitors of TGF-b. HepG2 CAGA-GFP TGF-b/SMAD3 reporter, GFP fluorescence, 18 h; TGF-beta stimulated, 500 pg/mL final. Potency, µM (titrated, usually from 46.1 µM), for inactives: top-dose activity, negative = inhibition, hits mostly inhibitors. AID 588855, 2011. 410,000 compounds, 1.2% hits; further: potency means the concentration at half of the fitted maximal effect; on the % scale 0 is the no-effect control and ±100 the full control effect; nearly all actives have a fitted effect of over 65% in size
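HEPG2 CAGA-GFP, 1000 cells/well; 2 h settle, 37 C; cpd via pin tool; TGF-b 500 pg/mL final; 18 h, 37 C; GFP imaging ex488/em500-530; %Activity normalised to -TGF-b and +DMSO controls; CRC fit, curve class.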
S2 tox – Viability Counterscreen for Primary qHTS for Inhibitors of ATXN expression | S2 cells (HEK-293 line with an ATXN2-luciferase reporter) viability, CellTiter-Fluor protease fluorescence, 24 h | Potency, µM (doses to about 56.7 µM), actives largely listed as cytotoxic | 400,000 compounds, 0.49% hits | AID 651635, 2014; further: potency means the concentration at half of the fitted maximal effect; nearly all actives have a fitted effect of over 40% in size
Nrf2 ARE act – qHTS of Nrf2 Activators | AREc32 ARE-luciferase reporter (MCF7-derived line), luminescence, 24 h | Potency, µM (doses to about 46.1 µM), inactives show top-dose activation, actives largely listed as activators | 410,000 compounds, 0.31% hits; further: potency means the concentration at half of the fitted maximal effect; % of control where 0% means no effect; nearly all actives have a fitted effect of over 65% in size
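Luciferase luminescence (Steady-Glo, 30 min at room temperature) served as the read-out of ARE activation in AREc32 cells treated with compounds for 24 hr at 37 deg C.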
A549 tox – Nrf2 qHTS screen for inhibitors: counterscreen for cytotoxicity; A549 ARE-Fluc cells, CellTiter-Fluor viability, 18-24 h; Potency, µM (doses to about 46 µM), for inactives: at the highest dose activity change, negative = cytotoxicity, most hits filed as inhibitors; 390,000 compounds, 0.16% hits; further: potency means the concentration at half of the fitted maximal effect; on the % scale 0 is the no-effect control and ±100 the full control effect
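A549 ARE_Fluc cells in 5% FBS OPTI-MEM were exposed to compounds in concentration-response for 18-24 h at 37 deg C. Viability was read by CellTiter-Fluor fluorescence (Ex 405/Em 525) after 30 min, before the luciferase read.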
HepG2 viability – qHTS for Inhibitors of TGF-b: Cytotox Counterscreen; Potency, µM (titrated, usually from 46.1 µM), for the others: at the top dose activity change, negative = cytotoxicity, most hits filed as cytotoxic; 410,000 compounds, 0.76% hits; HepG2 CAGA-GFP viability, ATP luminescence, 18 h; further: potency means the concentration at half of the fitted maximal effect; some results filed as inactive show a strong effect at the top dose
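HepG2 CAGA-GFP cells (1000/well, DMEM with 1% FBS) received compound, then TGF-beta at 500 pg/mL final, and were incubated 18 hours at 37 degrees C. Viability was read by CellTiter-Glo luminescence. Media-only wells were set as complete cell-killing and DMSO as no toxicity.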
IL-1B inflam inh – qHTS for Inhibitors of Inflammasome Signaling: IL-1-beta AlphaLISA Primary Screen | 360,000 compounds, 4.7% hits | activity change, % at 57.5 µM | THP-1 LPS/ATP IL-1B secretion, AlphaLISA, 16 h; stronger effect = lower value; in the data active means activity change below about -50%; inconclusive means mostly about -30% to -49%; further: on the % scale 0 is the no-effect control and ±100 the full control effect
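Secreted IL-1B measured by AlphaLISA bead assay after 16 h compound exposure of THP-1 cells; compounds (final up to 57.5 uM) added 1 h before LPS (250 ng/mL) and ATP (1.25 mM) stimulation; lower signal means less secretion.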
ATXN2 expr inh – Primary qHTS for Inhibitors of ATXN expression | HEK-293 ATXN2-luciferase reporter, luminescence, 24 h | AID 1745845, 2022 | 360,000 compounds, 0.72% hits | Potency, µM (series often up to 57 µM), for inactives: at the highest dose activity change, negative = inhibition, hits mostly inhibitors; further: potency means the concentration at half of the fitted maximal effect; on the % scale 0 is the no-effect control and ±100 the full control effect; nearly all actives have a fitted effect of over 55% in size
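qHTS (up to 57 uM final) was run with 24 h compound exposure of reporter cells at 37 °C. Each well was multiplexed: SteadyGlo luminescence measured ATXN2-luciferase expression after a fluorogenic Gly-Phe-AFC viability readout (25 uM final).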
Nrf2 block – Nrf2 qHTS screen for inhibitors; AID 504444, 2011; 360,000 compounds, 2.1% hits; A549 ARE-Fluc reporter, luciferase luminescence, 18-24 h; Potency, µM (top dose mostly 46 µM), for the others: at the top dose activity change, negative = inhibition, actives largely listed as inhibitors; further: potency means the concentration at half of the fitted maximal effect; on the % scale 0 is the no-effect control and ±100 the full control effect; nearly all actives have a fitted effect of over 60% in size
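Quantitative HTS in A549 cells stably bearing an antioxidant response element-firefly luciferase construct. Inhibition of Nrf2-driven transcription was scored by luminescence after 18-24 h of compound exposure at 37 °C.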
Numbers without * were called inactive; i = inactive; ? = inconclusive; . = no result given; & = joins results of further samples; ! = a repeat was not active; [ ] = remark or other dose. Unless noted, the call rests on the fitted dose curve; in most records, active means well fitted curve in the direction sought with a large enough effect; inconclusive means small, poorly fitted or top-dose-only effect, or another doubt; inactive means no such curve, though single readings can be large; an effect the other way counts as inactive or inconclusive.

Values run as follows: MCF10A rereplic	TGFb SMAD3 inh	S2 tox	Nrf2 ARE act	A549 tox	HepG2 viability	IL-1B inflam inh	ATXN2 expr inh	Nrf2 block
- O=C(CCC(=O)Nc1ccccc1Cl)NNC(=O)COc1ccc([N+](=O)[O-])cc1
 : -7%	2%	i	-1.0%	1%	1%	21	-9%	-14%
- CCN(CC)c1ccc(CNCCCSc2nnnn2C)cc1
 : .	-9%	i	-0.2%	-1%	-1%	.	-17%	18%
- O=C(CSc1ccc(-c2ccc(Br)cc2)nn1)N1CCOCC1
 : -25%	-14%	i	2.5%	1%	-12%	-10	5%	-5%
- COc1cc2c(cc1O)C(SC)=NC(C)(C)C2
 : ?	?	i	15%	-1%	-22%	-27	-10%	-13%
- COc1ccc(CCN2C(=O)CN(C3CCCCCC3)C(=O)C2c2ccc(Cl)cc2)cc1OC (stereo unspecified)
 : .	?	.	5.8%	-3%	-23%	.	.	.
- CSc1ncccc1C(=O)NC1CCN(Cc2ccccc2)CC1
 : 3%	-1%	i	0.2%	-7%	1%	2	-3%	-4%
- Cc1cccc(N2CCN(C(=O)c3ccc(NC(=O)CC4SC(N5CCCC5)=NC4=O)cc3)CC2)c1C (stereo unspecified)
 : ?	?	i	4.5%	2%	1%	-1	-14%	?
- CN(C)c1ccc(N=Nc2ccccc2C(=O)OCC(=O)N(C)C2CCCCC2)cc1
 : 8%	-9%	i	-0.2%	7%	0%	-5	-9%	11%
- Cc1nc(SCC(=O)CC(=O)OC(C)C)c(C#N)c(C)c1C
 : -1%	0%	i	2.8%	.	-3%	-12	23%	2%
- CCOc1c(C(=O)CC)cc2c(C)cc(=O)oc2c1C
 : 4%	19%	i	-0.6%	2%	-18%	10	-2%	0%
- O=C(OCC(=O)N1CCc2ccccc2C1)c1c(F)cccc1Cl
 : -5%	11%	i	11%	0%	-1%	-17	.	?
- CCc1nc(NC(=O)Cc2csc(C)n2)sc1C(=O)OC
 : -2%	-2%	i	-0.9%	-1%	0%	-20	3%	10%
- S=C(NCCc1ccccn1)Nc1ccc(Cl)cc1
 : -2%	?	?	0.1%	-2%	6%	-2	25%	-1%
- CCN(CC)CCN(C(=O)c1ccc([N+](=O)[O-])cc1)c1nc2c(OC)cccc2s1
 : -5%	2%	i	3.5%	17%	-10%	14	.	16%
- O=C(CNC(=O)c1ccc(Cl)cc1)c1ccccc1
 : 18%	-7%	i	0.4%	6%	11%	-22	4%	?
- Cc1ccc2[nH]c3c(=O)n(CCCN4CCN(C)CC4)cnc3c2c1
 : 1%	0%	i	3.7%	4%	-3%	16	6%	-16%
- Cc1nc(NC(=O)c2ccco2)sc1-c1csc(Nc2ccc(Cl)cc2)n1
 : 4%	-12%	?	7.0%	?	-27%	-9	0%	?
- COc1ccccc1/C=C/C(=O)NCC(=O)N/N=C/c1ccc(C)o1
 : -10%	0%	i	-0.1%	2%	0%	47	1%	-22%
- CC1CCC(NCC(=O)Nc2cccc(S(N)(=O)=O)c2)CC1 (stereo unspecified)
 : 2%	6%	i	-0.5%	-7%	-1%	-9	-14%	2%
- CS(=O)(=O)NCCNC(=O)c1cc(OCC(F)(F)F)ccc1OCC(F)(F)F
 : -1%	0%	i	-0.1%	-1%	1%	12	-7%	6%
- N#Cc1c(/N=C\c2ccc(O)c([N+](=O)[O-])c2)sc2c1CCCC2
 : -6%	-1%	i	7.6%	-10%	5%	3	.	16%
- CNc1nc(-c2ccccc2)[n+](-c2ccc(C)cc2)s1
 : ?	7%	i	2.8%	2%	-7%	-79*	-6%	-9%
- CN(C)C=NC(=O)c1cc(C(=O)c2ccc(Cl)cc2)c[nH]1
 : ?	?	i	2.7%	9%	-12%	-7	-23%	?
- COc1ccc(-c2nc(CCl)cs2)cc1
 : ?	2%	i	5.0%	16%	-5%	0	-30%	9%
- Cc1ccccc1CCNC(=O)c1cc2ccccn2n1
 : .	-5%	i	5.0%	3%	-4%	.	27%	-15%
- CCCCC(=O)Nc1ccc(NC(=O)c2cnccn2)cn1
 : -1%	4%	i	0.5%	1%	-6%	9	-16%	4%
- Cn1c(CN2CCN(C(=O)c3ccccc3)CC2)nc2cc([N+](=O)[O-])ccc21
 : ?	?	i	?	-1%	-17%	7	.	?
- Cc1cccc(N2CC(C(=O)Nc3nnc(SCC(=O)Nc4nccs4)s3)CC2=O)c1 (stereo unspecified)
 : -10%	-1%	i	0.2%	1%	0%	7	0%	0%
- CCn1cc(/C=N/O)c(C)n1
 : 2%	28%	i	0.2%	-10%	2%	17	-1%	-17%
- O=C(Nc1ccncc1)Nc1cccc(F)c1
 : 0%	2%	i	0.3%	1%	-8%	-80*	1%	-6%
- CN(/N=C/c1ccc([N+](=O)[O-])o1)c1ccccc1
 : 0%	?	i	10%	?	13%	?	-19%[11.3 µM]	-29%
- Cc1ccc(-n2nc3c(N4CCC(C(=O)NCCc5ccccc5C)CC4)nnc(C)c3c2C)cc1
 : 23µM*	4.5µM*!	?	0.3%&4.6%	?	4%&-64%	-11	?	?
- O=S(=O)(Nc1ccc(Cc2ccncc2)cc1)c1cccs1
 : 8%	9%	i	4.6%	-2%	-1%	?	1%	?
- CCOC(=O)c1sc2nc(CC(=O)OC)nc(NCc3ccc(F)cc3)c2c1C
 : ?	16%	i	2.5%	?	-16%	-5	-17%	10µM*
- O=S(=O)(Nc1ccccc1C(F)(F)F)c1ccc(N2CCCCS2(=O)=O)cc1
 : .	-27%	i	0.0%	1%	-15%	.	-2%	.
- CC(C)c1nnc(NC(=O)Cc2ccccc2[N+](=O)[O-])s1
 : ?	-4%	i	3.3%	1%	-21%	0	16%	10%
- O=C(Cc1ccc(Br)cc1)Nc1ccc2[nH]ncc2c1
 : ?	-10%	i	0.3%	-14%	-4%	-17	5%	-20%
- COc1ccccc1C(=O)NC(=O)CSc1nncn1C
 : -2%	0%	i	0.0%	-4%	-4%	0	3%	7%
- CC1CCN(S(=O)(=O)c2ccc(Cl)s2)CC1
 : -1%	0%	i	-1.5%	-2%	0%	-3	-3%	1%
- CCc1ccc(NC(=O)COC(=O)/C=C/c2ccco2)cc1
 : 0%	-13%	i	?	-3%	-52%	34	5%	4%
- Cc1c(C(=O)NCc2cccc(C(F)(F)F)c2)sc(=O)n1Cc1cccc(F)c1
 : .	?	i	0.3%	.	-1%	-62*	0%	.
- COc1ccc(-c2onc(C)c2C)cc1S(=O)(=O)N(C)Cc1ccccc1
 : .	?	.	0.8%	0%	-28%	.	.	18µM*
- O=C(c1ccccc1F)N1CCN(c2cnn(-c3cccc(Cl)c3)c(=O)c2Cl)CC1
 : 16%	2%	i	-0.1%	-7%	-14%	-28	-11%	?
- CCn1ncc(/C=N\NC(=O)c2csc3ccccc23)c1C
 : 10µM*	-15%	i	-0.2%	?	-2%	19	4%	2%
- Cc1ccc(S(=O)(=O)N2CCN(C(=O)COC(=O)Cc3cccc(C(F)(F)F)c3)CC2)c(C)c1
 : 1%	?	i	0.0%	0%	-3%	10	10%	-20%
- Cc1ccc2c(c1)N(C(=O)CCC(=O)NCCN1CCOCC1)CC(C)O2 (stereo unspecified)
 : 3%	22%	i	-0.3%	-5%	8%	7	-6%	20%
- C=CCn1c(SCC(N)=O)nc2nc3c(cc2c1=O)COC(C)(C)C3
 : 0%	-3%	i	0.3%	-2%	-3%	54	8%	0%
- Cc1ccc2nsnc2c1NC(=O)COc1ccccc1F
 : 3%	-4%	i	0.0%	-1%	6%	-14	-13%[11.3 µM]	-2%
- Cc1ccc(CN2CCN(C/C(Cl)=C/c3ccccc3)CC2CCO)o1 (stereo unspecified)
 : -7%	-23%	i	6.0%	0%	-58%	-11	.	13%
- CN(Cc1cccs1)S(=O)(=O)c1ccc(Cl)cc1F
 : 10%	-9%	i	0.4%	1%	-20%	0	-1%	-9%
- CC(CNC(=O)CC[C@H]1O[C@@H](n2cnc3c(NC(=O)c4ccccc4)ncnc32)[C@H](O)[C@@H]1O)c1ccccc1 (stereo partly specified)
 : .	-9%	i	3.9%	.	-6%	3	-8%	.
- Cc1c(Cl)cccc1NC(=O)C(C)n1c(=O)cc(-c2ccccc2)c2c(C)nn(C)c21 (stereo unspecified)
 : .	-4%	i	-1.1%	-1%	-6%	.	-4%	-5%
- COC(=O)c1c(C)oc(C)c1S(=O)(=O)N(Cc1ccccc1)C(C)C
 : 3%	-21%	i	-2.0%	0%	2%	2	-24%	8%
- CC(C)(C)OC(=O)N1CCC(C(=O)O)CC1
 : 1%	4%	i	-0.2%	-6%	4%	-9	-2%	-4%
- CC(Sc1nc(N)cc(=O)[nH]1)C(=O)Nc1nc2c(s1)CCCC2 (stereo unspecified)
 : -7%	2%	i	0.2%	0%	-2%	39	-10%	-3%
- O=C(Nc1ccc2c(c1)OCO2)c1cc(C2CCCN(C(=O)CCCc3ccccc3)C2)on1 (stereo unspecified)
 : .	-23%	i	6.8%	.	-22%	0	-24%	.
- S=C(c1ccc2c(c1)OCO2)N1CCN(c2cccc(Cl)c2)CC1
 : 1.5µM*	1%	i	0.5%	-17%	11%	31	-6%	?

Gathered by group, those above with a cyano group (2)
Values run as follows: MCF10A rereplic	TGFb SMAD3 inh	S2 tox	Nrf2 ARE act	A549 tox	HepG2 viability	IL-1B inflam inh	ATXN2 expr inh	Nrf2 block
- Cc1nc(SCC(=O)CC(=O)OC(C)C)c(C#N)c(C)c1C
 : -1%	0%	i	2.8%	.	-3%	-12	23%	2%
- N#Cc1c(/N=C\c2ccc(O)c([N+](=O)[O-])c2)sc2c1CCCC2
 : -6%	-1%	i	7.6%	-10%	5%	3	.	16%

Source: PubChem BioAssay (National Center for Advancing Translational Sciences (NCATS))
